# Bioassay records as filed in PubChem BioAssay.
# Tau fibril FP: inhibitors of human tau fibril formation; P10636; K18 P301L tau heparin fibrillization, Alexa594 FP, 6 h; Potency, µM (top dose mostly 57.7 µM), for inactives: top-dose activity, negative = inhibition, actives largely listed as inhibitors; 280,000 tested, 0.39% active; AID 1468; further: on the % scale 0 is the no-effect control and ±100 the full control effect; nearly all actives have a fitted effect of over 55% in size
# Target sequence (P10636 561-689 P618L limits assumed): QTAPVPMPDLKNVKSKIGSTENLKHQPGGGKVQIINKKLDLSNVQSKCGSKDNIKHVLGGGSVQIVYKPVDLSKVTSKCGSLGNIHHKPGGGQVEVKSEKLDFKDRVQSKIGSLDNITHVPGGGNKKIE
#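 Read-out: fluorescence polarization of Alexa 594-labeled tau (0.24 uM), 555 nm excitation, 632 nm emission. Mixtures held 15 uM unlabeled K18 P301L, compound and 20 uM heparin, pH 7 acetate buffer, incubated 6 hr at 37 C.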
# SMN2 splice up: increases expression of the SMN2 splice variant | HEK293 SMN2-luciferase splicing reporter, luminescence, 30-36 h | Potency, µM (doses to about 46.1 µM), for inactives: at the highest dose activity change, positive = activation, hits mostly activators | 210,000 tested, 2.8% active | AID 1458; further: % of control where 0% means no effect; nearly all actives have a fitted effect of over 55% in size
#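 HEK293 cells carry an SMN2 minigene-luciferase reporter in which exon 7 inclusion puts luciferase in frame. Cells were seeded at 2000 cells/well, attached for 10-12 hours, then exposed to compounds for 30-36 hours at 37C before ONE-Glo luminescence.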
# JMJD2E inh: inhibitors of human JMJD2E histone demethylase. B2RXH2. JMJD2E catalytic domain, FDH-coupled NADH fluorescence (FDH is formaldehyde dehydrogenase). Potency, µM (highest dose often 57.1 µM), for the others: top-dose activity change, negative = inhibition, most hits filed as inhibitors. 230,000 tested, 1.6% active. AID 2147; active means well fitted inhibition curve with a large enough effect, not every such curve was filed as active; inconclusive means small, poorly fitted or top-dose-only effect, or another doubt; inactive means no such curve, though single readings can be large or run the other way;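 further: 0% = wells with enzyme and -100% = buffer wells without enzyme; nearly all actives have a fitted effect of over 50% in size; many of its hits are not listed in these tables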
# Target sequence (B2RXH2 1-337 limits assumed): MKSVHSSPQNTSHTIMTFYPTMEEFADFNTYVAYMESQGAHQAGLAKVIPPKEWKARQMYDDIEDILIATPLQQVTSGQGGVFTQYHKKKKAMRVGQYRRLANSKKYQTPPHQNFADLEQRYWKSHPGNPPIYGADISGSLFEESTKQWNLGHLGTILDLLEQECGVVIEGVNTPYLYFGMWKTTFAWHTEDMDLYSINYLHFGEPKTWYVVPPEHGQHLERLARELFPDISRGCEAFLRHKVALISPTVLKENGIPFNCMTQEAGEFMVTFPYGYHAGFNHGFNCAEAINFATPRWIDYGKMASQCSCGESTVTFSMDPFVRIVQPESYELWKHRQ
# HTT ATP protect: protects HTT-Q103 PC12 cells, measured by ATP | PC12 HTT-Q103 induced, cytoprotection, ATP luminescence, 40 h | Potency, µM (titrated, usually from 56.4 µM), without a hit: cytoprotection (ATP increase), actives largely listed as activators | 230,000 tested, 0.14% active | AID 1471;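 further: % of control where 0% means no effect; nearly all actives have a fitted effect of over 45% in size; toxic huntingtin expression switched on by the ecdysone agonist tebufenozide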
#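 Readout: ATPlite luminescence (ATP level). Model: stable PC12, inducible Htt exon1 Q103-GFP. Inducer: tebufenozide, 100 nM final. Compounds: dose series. No G418 in medium.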
# HTT aggregate: mutant huntingtin aggregation inhibition; PC12 HttQ103-GFP aggregates, Acumen cytometry, 40 h; Potency, µM (top dose mostly 46.1 µM), for inactives: at the top dose activity change, negative = inhibition, actives largely listed as inhibitors; 220,000 tested, 1.1% active; AID 1688; further: on the % scale 0 is the no-effect control and ±100 the full control effect; nearly all actives have a fitted effect of over 60% in size
#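 PC12/HTTQ103-GFP, ecdysone-inducible; teb 100 nM; cpd qHTS titration; GFP aggregates read on laser cytometer, Ex 488/Em 500-530 nm.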
# Tau fluor counter: counter-screen for tau fibril formation inhibitors. 280,000 tested, 0.93% active. tau K18 P301L Alexa594 fluorescence, heparin fibrillization. Potency, µM (titrated, usually from 57.7 µM), without a hit: top-dose activity change, negative = decrease; further: on the % scale 0 is the no-effect control and ±100 the full control effect; nearly all actives have a fitted effect of over 55% in size
#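 Human K18 P301L tau (15 uM unlabeled plus 0.24 uM Alexa 594-labeled, final) in 100 mM sodium acetate pH 7 was mixed with compound and 20 uM heparin and incubated 6 hr at 37 C.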
# ALDH1A1 inh: inhibitors of human aldehyde dehydrogenase 1A1; Purified ALDH1A1, NADH fluorescence, propionaldehyde substrate; Potency, µM (doses to about 75.3 µM), for inactives: at the top dose activity, negative = inhibition, most hits filed as inhibitors; AID 1030; P00352; 220,000 tested, 7.3% active; active means well fitted inhibition curve with a large enough effect, not every such curve was filed as active; inconclusive means small, poorly fitted or top-dose-only effect, or another doubt; inactive means no such curve, though single readings can be large or run the other way;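 further: plate controls were no enzyme wells and a reference inhibitor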
# Target sequence (P00352 whole entry, looked up): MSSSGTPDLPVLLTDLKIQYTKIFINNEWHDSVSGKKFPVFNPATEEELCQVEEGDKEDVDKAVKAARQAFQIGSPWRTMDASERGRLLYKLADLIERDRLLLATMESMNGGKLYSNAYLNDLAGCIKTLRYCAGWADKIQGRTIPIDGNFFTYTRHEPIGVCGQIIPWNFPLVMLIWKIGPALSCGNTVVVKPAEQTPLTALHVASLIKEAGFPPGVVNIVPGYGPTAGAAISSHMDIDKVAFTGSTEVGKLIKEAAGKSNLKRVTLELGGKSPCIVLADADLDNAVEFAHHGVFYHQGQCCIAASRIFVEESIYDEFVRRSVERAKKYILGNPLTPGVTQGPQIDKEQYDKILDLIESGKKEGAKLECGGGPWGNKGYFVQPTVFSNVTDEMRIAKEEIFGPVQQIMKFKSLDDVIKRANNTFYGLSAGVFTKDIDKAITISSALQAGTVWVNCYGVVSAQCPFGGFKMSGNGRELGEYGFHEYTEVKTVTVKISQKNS
# Tau fibril ThT: inhibitors of human tau fibril formation, thioflavin T binding. Potency, µM (doses to about 57.4 µM), without a hit: at the top dose activity, negative = inhibition, most hits filed as inhibitors. recombinant tau K18 P301L, heparin-induced fibrillization, ThT fluorescence. 270,000 tested, 2.1% active; further: on the % scale 0 is the no-effect control and ±100 the full control effect; nearly all actives have a fitted effect of over 55% in size
#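 Fibril formation assay: tau K18 P301L at 15 uM with trace Alexa 594 label, heparin inducer 20 uM, pH 7 sodium acetate buffer, 37 C for 6 hr; endpoint ThT signal.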
# * marks the source's active call; other numbers are inactive results; u = inconclusive; x = no result given; [ ] = another dose, or the depositor's remark. Unless noted, the call rests on the fitted dose curve; in most records, active means well fitted curve in the direction sought with a large enough effect; inconclusive means small, poorly fitted or top-dose-only effect, or another doubt; inactive means no such curve, though single readings can be large; an effect the other way counts as inactive or inconclusive. Potency means the concentration at half of the fitted maximal effect.
SMILES,Tau fibril FP,SMN2 splice up,JMJD2E inh,HTT ATP protect,HTT aggregate,Tau fluor counter,ALDH1A1 inh,Tau fibril ThT
COc1ccc(CN(C)c2ncnc(N)n2)cc1,1%,-3%,5%,13%,-5%,-7%,18%,-7%
CCCCn1nnc(NC(=O)c2ccc([N+](=O)[O-])cc2Cl)n1,0%,x,-2%,0%[10 µM],14%[9.22 µM],-24%,x,x
O=C(CCc1ccccc1)NCCc1nc2ccccc2[nH]1,0%,-1%,1%,-26%,16%,-5%,2%,-9%
Cn1cc(CN2CCC[C@H]2CO)c(-c2cccc(Cl)c2)n1,5%,x,6%,15%[10 µM],-2%[9.22 µM],-7%,6%,-3%
Cc1ccn2c(=O)c(C(=O)NCCCN3CCCCC3C)c(O)nc2c1 (stereo unspecified),6%,1%,x,x,x,16%,x,14%
Cc1ccc2nc(SCC(=O)Nc3ccc4sc(C)nc4c3)c(C#N)cc2c1,u,8%,-8%,13%[10 µM],-9%,-11%,8%,-13%
O=C(CSCc1ccccc1)Nc1cccc(C(=O)Nc2ccccc2C(=O)O)c1,-1%,-4%,3%,-25%,-4%,-10%,-10%,-7%
CCC(=O)Nc1ccc2c(c1)nc1n2CCSC1,-8%,-24%,7%,-6%,1%,-7%,-1%,-22%
COc1cccc(-c2nc(CS(=O)CC(=O)NC3CCCC3)c(C)o2)c1 (stereo unspecified),1%,-33%[inhibitor],-6%,-6%,-1%,-11%,u,-14%
CC(NS(=O)(=O)c1ccc2c(c1)OCCCO2)C(=O)O (stereo unspecified),1%,9%,-4%,-13%[1.9 µM],-14%,0%,-7%,2%
CCn1c2ccccc2c2nnc(SCC(N)=O)nc21,-6%,-2%,0%,2%,8%,-10%,u,-18%
COCc1nnc(NC(=O)c2cccc(NC(=O)C(C)C)c2)s1,3%,x,-11%,26%[10 µM],3%[9.22 µM],-2%,2%,-3%
COc1cc(CN2CCC(CO)(Cc3cccc(C(F)(F)F)c3)CC2)ccc1F,-1%,x,2%,-24%[10 µM],-23%[9.22 µM],-25%,x,-13%
CC1=CCC2CC1C2(C)C (stereo unspecified),x,0%,x,27%,0%,x,-16%,x
CCOc1ccc(C(=O)N/N=C/c2ccccc2[N+](=O)[O-])cc1,5%,13µM*,-24%,x,-13%,-10%,-16%,u
O=C1c2ccc(Oc3ccc([N+](=O)[O-])cc3)cc2C(=O)N1c1ccncc1,1%,-11%,3%,u,-10%,-8%,-13%,-9%
COc1ccccc1N(C)S(=O)(=O)c1ccc(Cl)c(C(=O)NC2=NCCS2)c1,-4%,17%,-11%,x,19%,-8%,-4%,-3%
Cc1ccc(NC2=CC(=O)CC(c3ccc(Cl)cc3)C2)cc1 (stereo unspecified),-3%,-19%,-8%,11%[10 µM],0%,-12%,6%,-10%
CCC(C(=O)NCc1cccnc1)c1ccccc1 (stereo unspecified),2%,-4%,13%,x,x,-3%,-2%,-6%
CC(=O)c1ccc(-c2cccc([C@H]3[C@@H]4C=CC[C@@H](C)[C@@H]4C(=O)N3Cc3ccccc3)c2)cc1,9%[81.3 µM],x,x,x,x,-9%[81.3 µM],5%,u
Cc1ccc(OCc2nn3c(-c4ccco4)nnc3s2)cc1,0%,x,-3%,-1%,-19%,-11%,-12%,u
CCCN(CCC)CCNC(=O)CCC(=O)Nc1ccc2nc(N3CCN(C)CC3)cc(C)c2c1,-7%,0%,u,u,-14%,-11%,u,-6%
Cc1cc2nnc(SCC(=O)NCc3cccs3)n2c2ccccc12,6%,24%,-6%,-37%,1%,2%,3%,7%
O=S(=O)(c1cccc(S(=O)(=O)N2CCC(N3CCCCC3)CC2)c1)N1CCOCC1,4%,13%,1%,9%[10 µM],15%[9.22 µM],10%,-4%,4%
COC(=O)c1ccc(COc2ccccc2/C=N/O)o1,-8%,x,11%,0%[10 µM],5%[9.22 µM],-10%,x,-9%
CNC(=S)N1C2CCC1CC(NC(=O)NC13CC4CC(CC(C4)C1)C3)C2 (stereo unspecified),-6%,-4%,-4%,u,3%,-12%,-1%,-10%
O=C(O)c1csc(-c2cccs2)n1,4%,0%,u,x,3%,4%,-3%,0%
Oc1cccc2ccc(Nc3ccccn3)nc12,13%,-68%[inhibitor],u,-95%[inhibitor][10 µM],3.5µM*,-12%,-7%,-16%
COCCCN1C(=O)C(=O)/C(=C(/O)c2ccc(C)cc2)C1/C=C/c1ccccc1 (stereo unspecified),6%,-21%,-23%,-49%[inhibitor],u,7%,u,-1%
Cc1ccccc1CN(C)CC(=O)Nc1cccc(S(=O)(=O)N(C)c2ccccc2)c1,2%,-47%[inhibitor],u,x,u,-18%,u,-2%
CCCCOc1ccc(NC(=O)CSc2nnnn2C)cc1,-3%,-15%,-1%,-9%,-8%,-6%,-1%,-7%
CCCC(=O)Nc1cccc(NC(=O)c2ccc([N+](=O)[O-])cc2Cl)c1,-2%,x,-1%,-5%[10 µM],u,-7%,4%,-3%
CCn1cc(C(=O)NC2CCCCC2)c(=O)c2ccc(C)nc21,-3%,-14%,-9%,-1%,19%,-2%,u,-8%
COc1cc(C(=S)N2CCC(C(N)=O)CC2)ccc1O,3%,7%,10%,15%[0.074 µM],-33%,-1%,10µM*,5%
COc1ccc(CC(=O)Nc2ccc(S(=O)(=O)NC(C)C)cc2)cc1,-1%,-15%,2%,8%,-30%,-12%,7%,-2%
COC(=O)C1=C(C)OC(N)=C(C#N)C1c1ccc(OC)c(OC)c1OC (stereo unspecified),-2%,u,-6%,5%,u,-3%,0%,-6%
Cc1ccccc1NC(=O)c1c(F)c(F)c(F)c(F)c1F,1%,17%,5%,-29%,u,1%,6%,3%
CCCc1ncc(C[n+]2ccccc2C)c(N)n1,-9%,2%,u,u,2%[20.6 µM],-10%,-4%,-7%
CC(C)Sc1nnc([C@H](Cc2ccccc2)NC(=O)OC(C)(C)C)o1,-1%,x,-28%,5%[10 µM],10%[9.22 µM],-4%,x,2%
COc1ccc(C2C(C#N)=C(N)OC3=C2C(=O)CCC3)c(OC)c1OC (stereo unspecified),-1%,-8%,1%,0%,18%,-5%,6%,-13%
COc1ccc(OCC(=O)Nn2c(-c3cccc(OC)c3)nc3ccccc3c2=O)cc1,-8%,-5%,3%,-2%[10 µM],13%,-7%,u,-3%
CCOc1cc(S(=O)(=O)n2nc(C)cc2C)ccc1F,1%,-24%,7%,11%[10 µM],-12%,11%,u,4%
COc1cc(C=O)ccc1OCCCOc1ccccc1[N+](=O)[O-],9%,u,-5%,x,u,-12%,-15%,u
CCCCCOc1ccc(C(=O)OCC(=O)Nc2cc(C)c(C)cc2[N+](=O)[O-])cc1,-3%,-15%,7%,-21%[10 µM],-1%,2%,-5%,2%
C#CCOc1ccccc1C(N)=O,3%,x,-4%,0%[10 µM],9%[9.22 µM],4%,x,0%

# Whole records, looked up by structure:
# `COCc1nnc(NC(=O)c2cccc(NC(=O)C(C)C)c2)s1` as listed: Tau fibril FP = 3%; SMN2 splice up = x; JMJD2E inh = -11%; HTT ATP protect = 26%[10 µM]; HTT aggregate = 3%[9.22 µM]; Tau fluor counter = -2%; ALDH1A1 inh = 2%; Tau fibril ThT = -3%
# `CCC(=O)Nc1ccc2c(c1)nc1n2CCSC1` as listed: Tau fibril FP = -8%; SMN2 splice up = -24%; JMJD2E inh = 7%; HTT ATP protect = -6%; HTT aggregate = 1%; Tau fluor counter = -7%; ALDH1A1 inh = -1%; Tau fibril ThT = -22%

# (cont.)
SMILES,Tau fibril FP,SMN2 splice up,JMJD2E inh,HTT ATP protect,HTT aggregate,Tau fluor counter,ALDH1A1 inh,Tau fibril ThT
CC(CC(=O)O)CC(=O)Nc1ccc(Br)cc1 (stereo unspecified),-1%,x,-1%,24%[10 µM],-4%[9.22 µM],-3%,x,-4%
COc1ccc(OC)c(NC(=O)CN2C(=O)CC(c3ccco3)Sc3ccccc32)c1 (stereo unspecified),15%,-7%,x,x,x,-26%,x,-12%
COc1ccc(N2C(=O)CCC(C(=O)NCCN3CCOCC3)C2c2ccc(OC)c(OC)c2)cc1 (stereo unspecified),5%,4%,u,-5%,-14%,9%,u,1%
CN(c1ccccc1C(=O)NC1CCCCC1)S(=O)(=O)c1ccccc1,0%,-22%,-1%,23%[10 µM],19%[9.22 µM],3%,-1%,-7%
Fc1ccc(NC(=S)Nc2ccccc2OC(F)F)cc1Cl,u,-18%,-6%,30%[10 µM],-17%,u,u,11%
CSCCC(NC(=O)c1cc(C)oc1C)C(=O)O (stereo unspecified),-8%,-1%,-6%,1%,13%,-10%,-3%,-15%
CCC(C)N1C(=O)CCC1C(=O)NCc1ccc2c(c1)OCO2 (stereo unspecified),-4%,-11%,2%,-6%,3%,-1%,u,2%
COc1cccc(CNc2ncc(Br)cc2Br)c1O,-3%,18%,-4%,-23%,-9%,u,u,-18%
Cc1ccc(S(=O)(=O)N[C@@H](CCc2ccccc2)CC(=O)C(C)(C)C)cc1,-1%[11.6 µM],x,x,-46%[inhibitor][10 µM],x,-17%[11.6 µM],-17%[13.5 µM],-5%[11.5 µM]
Cc1ccc(O)c(C(=O)c2cnn(C(=O)COc3ccccc3C#N)c2)c1,-4%,x,1%,6%[10 µM],-2%[9.22 µM],-18%,x,u
Cc1nnc2ccc(-c3cccc(NC(=O)Cc4cccs4)c3)nn12,0%,6%,-12%,-36%[inhibitor],10%,-22%,-6%,-18%
CN(C)c1ccc(/C=N/n2c(COc3ccccc3)n[nH]c2=S)cc1,5%,-5%,u,-3%[0.074 µM],-4%,-25%,25µM*,u
CCOc1ccc(N2C(=O)Nc3ccccc3C2(O)C(=O)NCc2ccco2)cc1 (stereo unspecified),3%,-2%,4%,3%,2%,-8%,-6%,-9%
O=C1c2ccccc2C(=O)N1CCCP(=O)(O)CCc1ccccc1,9%,0%,13%,-10%[0.074 µM],-3%,5%,14%,2%
Cc1ccc(C)c(N2CCN(C(=O)CN(C)S(=O)(=O)c3ccc4c(c3)CCC(=O)N4)CC2)c1,-10%,-30%,-7%,-21%,u,-13%,-5%,-15%
O=C(Nc1ccncc1)C1(c2ccccc2)CCCC1,0%,-8%,2%,-6%,-19%,-2%,-1%,-5%

# A portion of the library; rates above refer to the full screens.
